Compound activity from PubChem BioAssay.
UDG counterscr: Primary qHTS assay for inhibitors of Activation Induced Cytidine Deaminase (AID): UDG Counterscreen signal; hit rate 0.14% among 91,000; Potency, µM (doses to about 115 µM), without a hit: at the highest dose activity change, negative = inhibition, actives largely listed as inhibitors; Uracil-DNA glycosylase; FRET deamination/UDG coupled assay, UDG read, 4 h; AID 1347430, 2020; further: nearly all actives have a fitted effect of over 65% in size
AID inh: Primary qHTS assay for inhibitors of Activation Induced Cytidine Deaminase (AID): AID signal; AID deamination FRET fluorescence, UDG-coupled, 4 h; AID 1347428, 2020; Potency, µM (doses to about 115 µM), for the others: at the highest dose activity change, negative = inhibition, usual class: inhibitors; hit rate 0.32% among 91,000; Single-stranded DNA cytosine deaminase (Homo sapiens), Q9GZX7; further: nearly all actives have a fitted effect of over 25% in size
Target sequence (Q9GZX7 whole entry, looked up): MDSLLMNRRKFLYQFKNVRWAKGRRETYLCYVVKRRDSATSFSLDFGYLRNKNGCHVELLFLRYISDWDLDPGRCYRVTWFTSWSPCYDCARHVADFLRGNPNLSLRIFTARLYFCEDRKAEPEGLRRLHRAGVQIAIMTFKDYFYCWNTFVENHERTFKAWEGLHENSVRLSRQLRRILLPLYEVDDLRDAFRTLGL
* hit, by the source's call; u = inconclusive; & = joins results of further samples; [ ] = remark or other dose. The call rests on the fitted dose curve; in most records, active means well fitted curve in the direction sought with a large enough effect; inconclusive means small, poorly fitted or top-dose-only effect, or another doubt; inactive means no such curve, though single readings can be large; an effect the other way counts as inactive or inconclusive. On the % scale 0 is the no-effect control and ±100 the full control effect; potency means the concentration at half of the fitted maximal effect. The list is partial, so the mix of outcomes need not match the whole.

| mol | UDG counterscr | AID inh |
| --- | --- | --- |
| CCc1ccc(NC(=O)N2CCOc3ccc(Cl)cc32)cc1 | -12%[57.5 µM] | -23% |
| CCN(CC)CCOC(=O)c1ccc(NC(=O)CSc2cc(=O)n(CC)c3ccccc23)cc1 | 8% | u |
| Cc1cc(=O)[nH]c2nnc(SCC(=O)Nc3ccc(OC(F)(F)F)cc3)n12 | -6% | 6% |
| CCc1nc(N)c(C#N)c(-c2ccc(Br)s2)c1C | -10% | -6% |
| O=C(Nc1ccc(F)cc1F)c1cc(S(=O)(=O)N2CCCCC2)c[nH]1 | -4% | -20% |
| COc1ccc(-c2noc(-c3ccc(S(=O)(=O)N(C)C)o3)n2)cc1 | 36%[activator] | -2% |
| Cc1cccc(C(=O)NCc2nnc(SCC(=O)NC3CCCCC3)n2-c2ccccc2)c1 | -3% | 6% |
| Cc1ccc(C)c(N2CCN(CCCNC(=O)c3cnn(-c4ccc(F)cc4)c3C3CCN(C(=O)OC(C)(C)C)CC3)CC2)c1 | -28% | 28µM* |
| Cc1nn(CC(=O)Nc2ccc3c(c2)nc(CCNC(=O)C2CCCC2)n3C)c(=O)c2ccccc12 | 0% | -1% |
| Cc1c(-c2ccccc2)oc2c(C(=O)NC(C)C3CC3)cccc2c1=O (configuration not stated) | -10% | -17% |
| COCC(=O)N1CCN(C(=O)Cc2ccc(N3CCCC3=O)cc2)CC1 | 3% | 3% |
| Cc1ccccc1-n1c2nc(=O)[nH]c(=O)c-2cc2c(Cl)cccc21 | 0%&-5% | -16%&34% |
| Cc1ccc(C(C)C)c(OCC(=O)Nc2ccc(S(=O)(=O)Nc3onc(C)c3C)cc2)c1 | 2% | -21% |
| Cc1cc(C)c(NC(=O)Cn2c(=O)n(Cc3ccc4c(c3)OCO4)c(=O)c3ccc(C(=O)NC4CCCCC4)cc32)c(C)c1 | -9% | u |
| CCN(C(=O)CSc1nc2ccccc2n1Cc1ccc(F)cc1Cl)c1ccccc1 | 8% | -21% |
| CC(C)CCCC(C)NC(=O)Cn1nc(N2CCN(c3ccccc3)CC2)ccc1=O (configuration not stated) | -9% | -21% |
| CC1Cc2cc(S(=O)(=O)NCCc3ccc(Cl)cc3)ccc2N1C(=O)C1CCC1 (configuration not stated) | 1% | -7% |
| CCOC(=O)c1ccc(NC(=O)c2ccc3c(c2)c(C)c(C)n3Cc2ccc(F)cc2)cc1 | -15% | -19% |
| COC(=O)c1ccccc1NC(=O)C1=CC(c2cccs2)=NS(=O)(=O)N1C | 6% | 5% |
| COc1cccc(N2C(=O)C(CC(=O)Nc3cccc(F)c3)N(C3CCCC3)C2=O)c1 (configuration not stated) | 0%[57.5 µM] | -2% |
| COc1ccc(C2c3ccc(O)cc3Oc3ncn4nc(COc5ccc(C)cc5)nc4c32)cc1OC (configuration not stated) | 2% | 1% |
| Cc1cc(O)ccc1C1CCCCC1 | 2% | -1% |
| COc1ccccc1OCCCn1c(C2CC(=O)N(c3ccc(F)cc3)C2)nc2ccccc21 (configuration not stated) | 0% | 13% |
| Cn1nc(-c2ccc(OCC(=O)N3CCOCC3)cc2)c2ccccc2c1=O | 3% | -5% |
| CC(C)C(=O)c1c(C(C)C)nn2ccccc12 | -4% | -3% |
| O=C(Nc1ccc(C23CC4CC(CC(C4)C2)C3)cc1)c1cccc[n+]1[O-] | -4% | 12% |
| Cn1c(=O)c2c(ncn2CC(=O)Nc2cccc(Cl)c2Cl)n(C)c1=O | 11% | 6% |
| CS(=O)(=O)N(CC(=O)Nc1cc(C(F)(F)F)ccc1Cl)Cc1ccccc1 | -10% | -10% |
| Cc1ccc(CNC(=O)CCCc2nnc3n(CC(C)C)c(=O)c4sccc4n23)cc1 | -2% | 2% |
| CN(C(=O)CSc1nc2ccc(NC(=O)COc3ccc(F)cc3)cc2s1)c1ccccc1 | -7% | u |

Gathered by group, the entries above containing two or more sulfur atoms.
| mol | UDG counterscr | AID inh |
| --- | --- | --- |
| COC(=O)c1ccccc1NC(=O)C1=CC(c2cccs2)=NS(=O)(=O)N1C | 6% | 5% |
| CN(C(=O)CSc1nc2ccc(NC(=O)COc3ccc(F)cc3)cc2s1)c1ccccc1 | -7% | u |

Quoted at random: five entries already listed, in no set order.
| mol | UDG counterscr | AID inh |
| --- | --- | --- |
| CC(C)CCCC(C)NC(=O)Cn1nc(N2CCN(c3ccccc3)CC2)ccc1=O (configuration not stated) | -9% | -21% |
| Cc1cc(O)ccc1C1CCCCC1 | 2% | -1% |
| Cn1nc(-c2ccc(OCC(=O)N3CCOCC3)cc2)c2ccccc2c1=O | 3% | -5% |
| COc1ccc(C2c3ccc(O)cc3Oc3ncn4nc(COc5ccc(C)cc5)nc4c32)cc1OC (configuration not stated) | 2% | 1% |
| CCOC(=O)c1ccc(NC(=O)c2ccc3c(c2)c(C)c(C)n3Cc2ccc(F)cc2)cc1 | -15% | -19% |

New compounds follow.
| mol | UDG counterscr | AID inh |
| --- | --- | --- |
| COc1ccc(OC)c(-c2cc(C(=O)NCc3ccc(Cl)cc3)no2)c1 | -20% | -3% |
| COc1ccc(S(=O)(=O)Nc2cc3c(C(=O)OC(C)C)c(C)oc3c3ccccc23)cc1 | u | 8% |
| Cc1cccc(CCNC(=O)c2ccc3c(c2)N(Cc2ccccc2F)C(=O)c2ccccc2S3)c1 | -5%[57.5 µM] | -14% |
| CC(C)c1ccc(NC(=O)C2CCCN(S(=O)(=O)c3ccc4[nH]c(=O)ccc4c3)C2)cc1 (configuration not stated) | -3% | 14% |
| CC(C)Sc1ncc(Cl)c(C(=O)Nc2ccc(S(=O)(=O)N3CCCCC3)cc2)n1 | 18% | 17% |
| COc1cccc(CNC(=O)C2CCN(c3ncnc4c3nc3n4CCCCC3)CC2)c1 | -5% | 5% |
| Cc1ccc(S(=O)(=O)[C@H]2CS(=O)(=O)C[C@@H]2N2CCN(c3ncccn3)CC2)cc1 | -3% | -9% |
| Cn1c(COc2cccc(C(F)(F)F)c2)nnc1SCc1c(F)cccc1Cl | -14% | -18% |
| Cc1ccccc1C1N=C(Nc2nc3ccccc3o2)NC2=C1C(=O)CC(C)(C)C2 (configuration not stated) | 4% | 0% |
| Cc1oc2c(C)c3oc(=O)c(CC(=O)N4CCCCC4)c(C)c3cc2c1C | 2% | -8% |
| Brc1ccc(-c2noc(-c3ccccc3-c3ccccc3)n2)cc1 | 6% | 0% |
| O=C(COC(=O)c1ccc(-c2ccccc2)s1)c1ccccc1 | -2% | -2% |
| CCC(=O)N1CCCc2cc(S(=O)(=O)N3CCC(C(=O)Nc4ccccc4CC)CC3)ccc21 | -18% | -8% |
| N#Cc1ccc(CN2CCCN(CC(=O)N3CCN(C4CCS(=O)(=O)C4)CC3)CC2)cc1 (configuration not stated) | -2% | 0% |
| O=C(Cn1cnc2cc(Cl)ccc2c1=O)N(C1CCCC1)C1CCS(=O)(=O)C1 (configuration not stated) | 0% | -6% |
| O=C(NCCCN1CCN(c2ccc(F)cc2)CC1)c1sc2ncccc2c1-n1cccc1 | -8% | 3% |
| CCc1ccc(C(=O)OCC(=O)c2c[nH]c3ccccc23)cc1 | -8% | -5% |
| CC1CC1c1ccc(CNCc2ccco2)o1 (configuration not stated) | 0% | 13% |
| CCN(CC)C(=O)C1=C(C)Nc2nc3ccccc3n2C1c1cccc(Cl)c1 (configuration not stated) | -14% | -1% |
| CCCCn1c(=O)nc2n(-c3ccc(Br)cc3)c3ccccc3cc-2c1=O | 8% | -18% |
| COc1ccc(-c2cc(C(=O)Oc3cccc(C)c3C)c3ccccc3n2)cc1 | -5% | -4% |
| Cc1ccc(S(=O)(=O)Nc2ccc3nc(-c4cccc(Cl)c4)oc3c2)cc1 | 1% | -4% |
| O=C(c1ccsc1)N(Cc1ccco1)C1CC1 | 2% | 26% |
| Cc1ccc2nc(-c3cccs3)c(Nc3c(C)cccc3C)n2c1 | -2% | 0% |
| CCCCN(CCCC)CCNC(=O)c1cc(=O)[nH]c2ccc(S(=O)(=O)N3CCCCCC3)cc12 | 0% | 2% |
| Cc1cccc(NC(=O)c2sc3nc(-c4ccccc4)cn3c2C)c1C | 3% | -2% |
| O=C(O)CN1C(=O)S/C(=C/c2cccc(F)c2)C1=O | -6% | -4% |
| CC(C)(C)c1ccccc1NC(=O)c1ccc2c(c1)CCC2 | -3% | -3% |
| Cc1c(C#N)c(N)nc2c3c(sc12)NC(=O)CC3c1ccccc1Cl (configuration not stated) | 14% | -5% |
| O=C(NCc1ccc(F)cc1)C1CCCCN1S(=O)(=O)c1ccc(F)cc1 (configuration not stated) | -23% | -4% |

The list continues:
| mol | UDG counterscr | AID inh |
| --- | --- | --- |
| CCC(C(=O)Nc1nc2ccccc2s1)n1cnc2c1c(=O)n(C)c(=O)n2C (configuration not stated) | 12% | -8% |
| C(=N\N=C(c1ccccc1)c1ccccc1)/c1cccs1 | -11% | -13% |
| O=c1c2cc(Cl)ccc2ncn1Cc1ncc(-c2ccccc2)o1 | 1% | -2% |
| CC1CCCCN1CCCNC(=O)CN1C(=O)CSc2ccc(S(=O)(=O)N3CCOCC3)cc21 (configuration not stated) | 0% | 7% |
| Cc1ccc2c(c1)-c1onc(C(=O)N3CCN(c4cc(C)ccc4C)CC3)c1CO2 | -11% | -27% |
| CCC(C)(C)NC(=O)C1CCN(S(=O)(=O)c2ccc3c(c2)CCCN3C(C)=O)CC1 | 1% | -3% |
| O=C1CCCC2=C1C(c1ccccc1)CC(=O)N2c1ccc(F)cc1 (configuration not stated) | -1% | -1% |
| Cc1ccc(C)c(NC(=O)CSc2nnc(-c3cc4occc4n3C)n2-c2ccccc2C)c1 | -13% | u |
| N#Cc1ccc(C(=O)Nc2ccccc2C(=O)NCCc2ccccc2)cc1 | -11% | -15% |
| CCOC(=O)c1c(S(=O)(=O)NCC(=O)N2CCN(c3cccc(Cl)c3)CC2)c(C)n(C)c1C | 4% | 2% |
| COc1ccc(CNC(=O)CCCn2nc(C)c3c(C)n(-c4ccc(C)cc4)nc3c2=O)cc1OC | -6% | -5% |
| Cc1ccc(Cn2nc(C)c(C(=O)OCC(=O)c3cc(C)n(C(C)C)c3C)c2Cl)cc1 | -3% | -12% |
| CN(C)S(=O)(=O)c1ccc2c(c1)N(CC(=O)N1CCN(c3ccccc3F)CC1)CCS2 | 0% | 30%[activator] |
| CCc1cccc(NC(=O)c2cccc3c2C(=O)N(C2CCCCC2)C3)c1 | -19% | u |
| Cc1nn(C)c2c1c(C(F)(F)F)cc(=O)n2C(C)C(=O)NCc1ccccc1Cl (configuration not stated) | u | -7% |
| Cc1ccc(NC(=O)N(Cc2cn(C)c3ccccc23)C2CCCCC2)cc1C | -17% | -24% |
| CCCN(C(=O)c1cc2c(s1)-c1ccccc1SC2)c1ccccc1F | -7% | -17% |
| Cc1cccc(CS(=O)(=O)c2ncc(Cl)c(C(=O)Nc3nc4ccc(F)cc4s3)n2)c1 | 2% | -21% |
| Cc1ccccc1CNCc1c(C(=O)O)c(C)n(Cc2ccc(F)cc2Cl)c1C | -8% | 13% |
| Oc1ccc(NCc2ccc(OCc3ccccc3)cc2)cc1 | -23% | 2.8µM* |
| CCCCCCCCCCS(=O)(=O)CCCCCl | 2% | -5% |
| CC(C)(C)NCC(O)c1ccc(O)c(CO)c1 (configuration not stated) | -4%&2% | -4%&-3% |
| COC(=O)c1sc(S(=O)(=O)Nc2ccc(F)c(F)c2)c(C(=O)OC)c1C | 1% | -1% |
| CC1CC1C(=O)NCC1CCCC(CNC(=O)C2CC2C)C1 (configuration not stated) | 3% | -1% |
| CC(C)N(Cc1ccccc1)C(=O)CN1C(=O)CSc2ccc(S(=O)(=O)N3CCCC3)cc21 | 4%[57.5 µM] | -27% |
| CC(C)(Sc1ccc(CCN(CCCCC2CCCCC2)C(=O)NC2CCCCC2)cc1)C(=O)O | 0% | 89µM* |
| O=C1c2ccccc2C(Nc2ccc3c(c2)OCCO3)N1Cc1ccccc1Cl (configuration not stated) | -11% | -20% |
| Cc1cccc(C(=O)Nc2cccc(-c3nc4ccccc4s3)c2C)c1 | -8% | -7% |
| Oc1ccc(Cl)cc1C=NCc1ccc(C(F)(F)F)cc1 | 11% | -8% |
| Cn1c(=O)n(C)c2cc(N3CCOCC3)c(NS(=O)(=O)c3ccc(Cl)cc3)cc21 | -24% | 7% |

Remaining list, next part:
| mol | UDG counterscr | AID inh |
| --- | --- | --- |
| FC(F)(F)c1cccc(NC(=S)NCCc2ccncc2)c1 | -11% | -1% |
| O=C(Cc1noc(C(=O)NCc2ccncc2)n1)Nc1cccc2ncccc12 | 10% | 52%[activator] |
| COc1ccc(NC(=O)c2nc(-c3ccc(C)cc3)n3c2CCCCC3)cc1 | -4% | 8% |
| CCc1ccc(NC(=O)Cn2c(=O)n(Cc3ccco3)c(=O)c3cccnc32)cc1 | u | 11% |
| CC(C)n1nc(C(=O)Nc2cccc(S(=O)(=O)N3CCCCC3)c2)c2ccccc2c1=O | -1% | -5% |
| CCNC(=O)CC1C(=O)N(c2ccc(C)cc2)C(=O)N1CCC(C)C (configuration not stated) | u | 4% |
| COc1ccc(S(=O)(=O)NCC(c2ccc(N(C)C)cc2)N2CCc3ccccc32)cc1 (configuration not stated) | -10% | -15% |
| O=C1CC(C(F)(F)F)N(C(=O)Cn2cnc3ccc(Br)cc3c2=O)c2ccccc2N1 (configuration not stated) | -5% | 4% |
| CC(C)(C)NC(=O)COC(=O)c1cc(-c2ccccc2)nc2c1cnn2Cc1cccc(F)c1 | -4% | 4% |
| Clc1ccccc1OCCSc1nnc(-c2cccs2)o1 | -12%[57.5 µM] | u |
| O=C(C1=C(c2ccccc2)SCCO1)N(Cc1ccccc1)C1CCS(=O)(=O)C1 (configuration not stated) | -6% | -4% |
